BAZ2B inh: inhibitors of human BAZ2B bromodomain | Q9UIF8 | AlphaScreen BAZ2B-H3K14Ac peptide displacement | Potency, µM (titrated, usually from 114 µM), for the others: top-dose activity change, negative = inhibition, hits mostly inhibitors | hit rate 4.4% among 360,000; also: potency is read from the fitted curve at half-maximal effect; % is scaled to controls: 0 for no effect and ±100 for the full control effect; nearly all actives have a fitted effect of over 60% in size
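Multi-concentration screen (max 110 uM) measuring displacement of acetylated histone H3 peptide from BAZ2B by AlphaScreen, using 50 nM protein, 50 nM peptide and 10 ug/mL streptavidin donor plus Ni-chelate acceptor beads.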
Tb PGK inh: inhibitors of T. brucei phosphoglycerate kinase; hit rate 0.043% among 380,000; Potency, µM (series often up to 57.5 µM), for inactives: top-dose activity change, negative = inhibition, most hits filed as inhibitors; PGK/GAPDH coupled, Kinase-Glo luminescence, 60 min; also: potency is read from the fitted curve at half-maximal effect; % is scaled to controls: 0 for no effect and ±100 for the full control effect; nearly all actives have a fitted effect of over 60% in size
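Recombinant glycosomal PGK reaction used 1,3-bisphosphoglycerate generated in-well by GAPDH (100nM final) in 100mM TEA pH 7.6, 5mM MgCl2, 0.01% Tween-20. After 60 minutes at room temperature, ATP was read by Kinase-Glo Plus luminescence end-point.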
JMJD2A Tudor: inhibitors of human JMJD2A Tudor domain | hit rate 4.4% among 390,000 | AlphaScreen JMJD2A-Tudor / H3K4me3 peptide binding | Potency, µM (titrated, usually from 114 µM), without a hit: at the top dose activity change, negative = inhibition, usual class: inhibitors | O75164; also: potency is read from the fitted curve at half-maximal effect; % is scaled to controls: 0 for no effect and ±100 for the full control effect; nearly all actives have a fitted effect of over 50% in size
G9a block: G9a (human) methyltransferase inhibition; Potency, µM (doses to about 102 µM), for inactives: at the highest dose activity, negative = inhibition, hits mostly inhibitors; AID 504332; hit rate 8.8% among 350,000; G9a H3K9 monomethylation, AlphaScreen, 2 h; Q96KQ7; also: potency is read from the fitted curve at half-maximal effect; % is scaled to controls: 0 for no effect and ±100 for the full control effect; nearly all actives have a fitted effect of over 75% in size
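Methyltransferase reactions run at room temperature for 2 h (20 nM enzyme, 500 nM biotin-H3K9 peptide, 20 uM SAM) after a 15 min compound preincubation; product detected by AlphaScreen beads and anti-H3K9me1 antibody.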
HP1b chromo inh: HP1-beta chromodomain-methylated histone interaction inhibition. P83916. AlphaScreen HP1-beta / biotin-H3K9me3 peptide binding. Potency, µM (doses to about 114 µM), for inactives: at the top dose activity change, negative = inhibition, usual class: inhibitors. hit rate 0.56% among 390,000; also: potency is read from the fitted curve at half-maximal effect; nearly all actives have a fitted effect of over 70% in size; inactives centre near 23
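Compound inhibition of the preformed complex between 50 nM HP1-beta and 50 nM biotinylated H3K9me3 peptide was read by AlphaScreen. Buffer was PBS pH 7.4 with 0.01% Tween-20. Incubations ran 30 min at room temperature, with 10 ug/mL donor/acceptor beads.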
GLS inh: glutaminase GLS (human) inhibition | O94925 | hit rate 0.21% among 410,000 | Potency, µM (series often up to 45.5 µM), without a hit: at the top dose activity change, negative = inhibition, hits mostly inhibitors | AID 624170 | GLS enzymatic activity, qHTS titration; also: potency is read from the fitted curve at half-maximal effect; % is scaled to controls: 0 for no effect and ±100 for the full control effect
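Read-out is an Amplex red fluorescence increase coupled through glutamate oxidase and HRP, measured before and after 30 min room-temperature incubation. hKGA is in 45 mM KH2PO4 (pH 8.2) with 0.02% Tween-20; glutamine added as 1mM solution.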
PI4K2A inh: PI4K2A (human) kinase inhibition | purified PI4K2A, ADP-Glo luminescence, 1 h; active compounds read low | activity change, negative = inhibition, % at 76.9 µM | hit rate 0.13% among 420,000 | AID 1346378; in the data active = activity change below about -50%; inconclusive = mostly about -30% to -49%;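 also: -100% = wells without enzyme as full effect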
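ADP-Glo luminescence measured ADP generated by PI4K2A enzyme (4 ug/mL before mixing) with 1.2 mM PI substrate (pre-mix) and 300 microM ATP (pre-mix). Tris pH7.5 buffer with MgCl2, Triton X-100; 1 h reaction at ambient temperature.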
ERG Ets-DNA blk: inhibitors of human ERG Ets domain-DNA interaction; hit rate 0.028% among 370,000; fluorescence polarization, His-ERG Ets domain / labelled DNA; P11308; Potency, µM (highest dose often 76.9 µM), for the others: top-dose FP activity, negative = inhibition, hits mostly inhibitors; active = well fitted inhibition curve with a large enough effect in the polarisation, with a control signal flat; inconclusive = small, poorly fitted or top-dose-only effect, or effect the other way, or a change in a side signal; inactive = no such curve, though single readings can be large or run the other way; the % refers to the polarisation;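 also: polarization taken with two DNA probes labelled with fluorescein and Texas red; potency is read from the fitted curve at half-maximal effect; % of control where 0% means no effect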
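His-tagged ERG Ets domain (1 uM in the protein solution; 300mM KCl, 50mM Tris-HCl, 1mM EDTA, 1mM DTT, pH 7.5) received compound, then a probe mix of 5 nM fluorescein-DNA and 100nM Texas-615-DNA. Fluorescence polarization was read for both dyes.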
Pin1 inhibitor: blocks the human prolyl isomerase Pin1; Q13526; Pin1 FP peptide displacement, HiFluor488, 10 min; Potency, µM (series often up to 115 µM), for inactives: at the highest dose activity, negative = inhibition, most hits filed as inhibitors; hit rate 0.009% among 390,000; AID 504891; active = well fitted inhibition curve with a large enough effect in the polarisation, with a control signal flat, not every such curve was filed as active; inconclusive = small, poorly fitted or top-dose-only effect, or effect the other way, or a change in a side signal; inactive = no such curve, though single readings can be large or run the other way; the % refers to the polarisation; also: potency is read from the fitted curve at half-maximal effect; % is scaled to controls: 0 for no effect and ±100 for the full control effect
Active calls of the source: *; i = inactive; ? = inconclusive; / = no result given; [ ] = dose if it differs, or a comment. Unless noted, calls follow the shape of the dose curve; as a rule, active = well fitted curve in the direction sought with a large enough effect; inconclusive = small, poorly fitted or top-dose-only effect, or another doubt; inactive = no such curve, though single readings can be large; an effect the other way counts as inactive or inconclusive.

SMILES	BAZ2B inh	Tb PGK inh	JMJD2A Tudor	G9a block	HP1b chromo inh	GLS inh	PI4K2A inh	ERG Ets-DNA blk	Pin1 inhibitor
CCC1(c2ccccc2)NC(=O)N(CC(=O)NCCN2C(=O)S/C(=C\c3cccnc3)C2=O)C1=O (stereo not drawn)	-28%	i	-10%	?	16%	8%	-1	-2%	5%
COc1ccc(C(=O)NNC(=O)C(NC(=O)c2ccccc2NC(=O)c2ccco2)C(C)C)cc1 (stereo not drawn)	-33%	i	-13%	13%[59 µM]	9%	10%	-22	-2%	-5%
CCN(CC)c1ccc(C=Nc2ccc(C)cc2)c(O)c1	14%	-8%	-2%	?	72%[activator]	17%	-2	-6%	3%
Cc1ccc(/C=C(/C#N)C(=O)NC(C)c2ccccc2)o1 (stereo not drawn)	-1%	0%	-11%	37%[59 µM]	23%	3%	-4	0%	1%
CCOC(=O)c1cnc(-n2nc(C)cc2C)nc1N(C)C	-3%	-5%	51%[activator]	?	?	2%	-26	0%	0%
Nc1cc(Cl)nc(N/N=C/c2c(O)ccc3ccccc23)n1	2%	-9%	-12%	-19%[59 µM]	18%	?	7	2%	?
CCn1nnnc1SCC(=O)c1cc(Cl)ccc1OC	8%	i	1%	2%	32%	-2%	0	-5%	-6%
CN1CCN(C(=O)c2cnn3c(C(F)(F)F)cc(-c4ccc5c(c4)OCO5)nc23)CC1	-3%	-1%	-6%	-18%[12.7 µM]	26%	-1%	1	0%	-1%
CCC(C)[C@H](NS(=O)(=O)c1ccc(C)cc1)C(=O)N1CCC(C(=O)N2CCC(C(=O)OC)CC2)CC1 (stereo partly drawn)	-6%[57.1 µM]	i	-18%	/	2%	6%	3	-4%	-1%
C/C(=N/Nc1nc(-c2ccccc2)c(CC(=O)O)s1)c1ccccc1	?	-1%	?	1.8µM*	-27%	-9%	2	8%	42%[activator]
Cc1ccc(C)c(OCC(=O)Nc2ccc(S(=O)(=O)Nc3onc(C)c3C)cc2)c1C	-17%	-2%	-17%	-16%[59 µM]	29%	1%	-2	2%	-7%
CN(C)S(=O)(=O)c1ccc2c(c1)N(CC(=O)NCc1cccc(Br)c1)C(=O)CS2	-7%	-1%	-8%	-3%[59 µM]	29%	-11%	0	-7%	0%
COCCNC(=O)c1cnc2sc(N3CCC(C)CC3)nn2c1=O	0%	i	3%	0%[59 µM]	13%	-5%	-5	5%	-5%
Cc1nc2ccccc2cc1C(=O)NCc1ccc(F)cc1	-1%	7%	0%	20%[0.0925 µM]	39%[activator]	0%	2	-7%	22%
COc1ccc(C(=O)N[C@H](C(=O)NCCCSc2ccccc2)C(C)C)cc1	/	5%	-10%	/	14%	1%	3	-2%	1%
CCCCC1=CC2=C(c3ccco3)C(=O)C(C)(OC(=O)c3ccc(OC)cc3)C(=O)C2=CN1CCCN(CC)CC (stereo not drawn)	-38%	1%	?	-23%[59 µM]	6%	-2%	-5	3%	-9%
O=C(Nc1nc2ccc(Cl)cc2s1)c1ccc(S(=O)(=O)N2CCCC2)cc1	5%	-2%	-17%	-1%[59 µM]	33%[57 µM]	5%	2	-1%	0%
O=C(CCCCC(=O)Nc1ccc(F)cc1)Nc1ccc(F)cc1	-19%	i	-3%	-5%	25%	-8%	-3	-4%	-2%
CC(=O)Nc1ccc(S(=O)(=O)NC(CC(=O)O)c2ccc(C)cc2)cc1 (stereo not drawn)	-3%	-5%	-3%	6%	28%	1%	0	-4%	10%
Cc1ccc(C(=O)N[C@H](C(=O)OCC(=O)NC2CCS(=O)(=O)C2)C(C)C)cc1 (stereo partly drawn)	5%	-8%	-9%	17%[59 µM]	18%	-1%	1	1%	5%
Cc1nc2ccccc2n1-c1nc(-c2ccco2)cc(C(F)(F)F)n1	-5%	1%	-14%	3%[12.7 µM]	12%	-9%	4	-2%	2%
Cc1nn(C)c(C)c1S(=O)(=O)N1CCCC(C(=O)NC2CCCCC2)C1 (stereo not drawn)	5%	-8%	1%	7%	24%	11%	0	-6%	1%
COc1ccc(/C(O)=C2/C(=O)C(=O)N(c3ccccn3)C2c2cccc(Cl)c2)cc1 (stereo not drawn)	-20%	7%	-31%	79µM*	12%	30%	0	-5%	-3%
CSc1ncccc1C(=O)OCC(=O)c1[nH]c(C)c(C(C)=O)c1C	-13%	i	-29%	15%[12.7 µM]	10%	4%	-4	4%	-2%
CCN(CC)C(=N)/C(C#N)=N/Nc1ccccc1	-15%	-7%	79µM*	/	?	-12%	1	-25%	-12%

The list goes on, overlapping the part above by 2 compounds.
SMILES	BAZ2B inh	Tb PGK inh	JMJD2A Tudor	G9a block	HP1b chromo inh	GLS inh	PI4K2A inh	ERG Ets-DNA blk	Pin1 inhibitor
CSc1ncccc1C(=O)OCC(=O)c1[nH]c(C)c(C(C)=O)c1C	-13%	i	-29%	15%[12.7 µM]	10%	4%	-4	4%	-2%
CCN(CC)C(=N)/C(C#N)=N/Nc1ccccc1	-15%	-7%	79µM*	/	?	-12%	1	-25%	-12%
CCCNC(=O)c1csc2c1CCCCC2	7%	-9%	-8%	15%[59 µM]	20%	9%	-3	1%	-6%
NC(=O)c1ccc(CSc2nc3ccccc3s2)cc1	-13%	0%	-17%	5%	24%	2%	-4	7%	2%
NC1=NC(=O)C(Cc2ccc(F)cc2)S1 (stereo not drawn)	-1%	-7%	-26%	/	11%	-3%	7	17%	-1%
COc1ccc(OC)c(NC(=O)c2cc(=O)c3c(C)cc(C)cc3o2)c1	-22%	13%	-29%	-36%[59 µM]	30%	7%	2	-2%	3%
O=C(NC1CCOC1)c1cc(COc2cccc(C(F)(F)F)c2)on1 (stereo not drawn)	-12%	0%	-1%	2%	48%[activator]	-5%	-2	2%	-1%
O=C(COC(=O)C1CCN(S(=O)(=O)c2cccs2)CC1)Nc1ccc(F)c(F)c1F	4%	-6%	3%	-29%	32%	1%	-2	-7%	2%
CCOC(=O)c1ccccc1OCc1cc(/C=N/NC(=O)c2ccncc2)ccc1OC	-23%	0%	-28%	3%	-7%	0%	-1	-2%	-4%
COc1cccc(NC(=O)CN(C)C(=O)c2cc3c(s2)CCCCC3)c1	1%	i	-24%	37%[12.7 µM]	21%	-5%	2	0%	4%
Cc1cc(C)c(C)c(S(=O)(=O)Nc2ccccc2C(=O)NCCCn2ccnc2)c1C	?	1%	-20%	?	3%	13%	4	-2%	0%
O=C(Nc1ccc(F)c(Cl)c1)N1CC=C(c2c[nH]c3ccccc23)CC1	?	i	?	?	-10%	-24%	-3	-2%	?
Cc1ncsc1CCC(=O)N1CCCC(C(=O)c2ccc3c(c2)OCO3)C1 (stereo not drawn)	-20%	-2%	-9%	-14%	30%	1%	-1	2%	-1%
CCOC(=O)C1=CN(Cc2cccc(F)c2)S(=O)(=O)N(C)C1c1ccc(C(F)(F)F)cc1 (stereo not drawn)	/	2%	0%	/	84%[activator]	1%	0	14%	7%
COc1cccc(C(=O)Nc2cccc3cccnc23)c1OC	12%	-6%	5%	/	33%	-3%	2	-5%	4%
COc1ccc(S(=O)(=O)N(C)C[C@H]2Oc3ccc(NS(=O)(=O)c4cn(C)cn4)cc3C(=O)N([C@H](C)CO)C[C@@H]2C)cc1	/	0%	-17%	/	36%	1%	-1	0%	6%
O=C(COc1ccccc1)Nn1cnc2ccccc21	?	2%	-15%	20µM*	31%	11%	-1	/	-7%
CCCCC(=O)OCc1cc(=O)n2nc(C3CCCCC3)sc2n1	-5%	i	-8%	26%[59 µM]	7%	1%	2	-1%	-2%
CCCc1n[nH]c(=O)c2c1nnn2Cc1ccccc1	4%	-1%	-9%	17%	35%	4%	-6	5%	0%
CCC(C)Oc1nc(C)cc(C)c1S(=O)(=O)c1ccccc1C (stereo not drawn)	29%	3%	33%	178%[activator][59 µM]	87%[activator]	-1%	0	-2%	-2%
Cc1nc2cc(-c3ccc(Cl)cc3)nn2c(C)c1CCC(=O)NCc1ccco1	-7%	-3%	-10%	-39%	14%	-19%	-2	2%	-2%
CCSc1nc(-c2ccc(OC)cc2)nc2c1Cc1c(CO)cnc(C)c1O2	-12%	-2%	-9%	-32%[59 µM]	10%	-8%	-2	-1%	?
CCC1=NN(C(=O)COc2ccccc2)C(O)(c2ccncc2)C1 (stereo not drawn)	1%	-5%	-4%	26%	73%[activator]	-3%	-7	-2%	2%
CN(CC(=O)Nc1cccc(F)c1)C(=O)CCNC(=O)c1ccc(Br)cc1	-12%	6%	-11%	4%	35%	5%	1	-3%	-5%
COc1ccc(S(=O)(=O)N2CCCN(CC(=O)Nc3ccc4c(c3)OCO4)CC2)cc1	0%	-6%	-28%	-5%	34%[activator]	3%	0	3%	2%
COCCN1CCc2nc(SCC(=O)Nc3ccc(C)c(Cl)c3)[nH]c(=O)c2C1	0%	-7%	-1%	?	54%[activator]	-18%	-1	8%	-2%
CCOC(=O)C1=C(C)Nc2ccccc2N=C1NC(=O)C(CC)c1ccccc1 (stereo not drawn)	-6%	/	-19%	-6%[59 µM]	21%	-8%	6	3%	5%

Source: PubChem (National Center for Advancing Translational Sciences (NCATS))

Not a hit list (roughly 11% active in at least one column).
